# aSyn yeast rescue – qHTS of alpha-syn Inhibitors: NCGC Sytravon Library Screen | Potency, µM (top dose mostly 46.1 µM), for the others: at the highest dose growth rescue (activation), usual class: activators | 0.02% of 94,000 active | S. cerevisiae alpha-synuclein toxicity rescue, BacTiter-Glo growth, 24 h; active = well fitted activation curve with a large enough effect; note: 0% is about no effect
#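 Growth restoration measured by BacTiter-Glo luminescence after 24 hr at 30 deg C; alpha-synuclein yeast, raffinose-pregrown to mid-log, were added at OD600=0.02 in galactose medium onto pinned compounds.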
# * = called active by the depositor; [ ] = dose if it differs, or a comment. Potency is the fitted concentration of half-maximal effect. These rows are one share of the data, so the mix of outcomes need not match the whole.
SMILES,aSyn yeast rescue
CC1(C)Cc2c(sc3nc(C4CCCCC4)n(N)c(=O)c23)CO1,-7%
Cc1ccc2ncc(C(=O)N3CCN(c4ccccc4F)CC3)c(=O)n2c1,-5%
CCOc1ccccc1NC(=O)C(Cc1ccccc1)NS(=O)(=O)c1ccc2c(c1)oc(=O)n2C (stereo unspecified),5%
CC1CCCCN1c1csc2ccc(F)cc2c1=O (stereo unspecified),3%
COc1ccc(-n2c(SCc3ccccn3)nc3c(c2=O)SCC3)cc1OC,-2%
COCCN(C(=O)c1csnn1)C(C(=O)NC1CCCCC1)c1ccc(Cl)cc1 (stereo unspecified),6%
COc1ccc(C(=O)OCc2cc(=O)oc3cc(C)ccc23)cc1S(=O)(=O)N1CCOCC1,-4%
O=C(CCC(=O)c1ccccc1)Nc1ccc(F)c(Cl)c1,6%
COc1ccc2c(c1)c1c(c(=O)n(-c3ccc(C)cc3)c(=O)n1CC(=O)NCC1CCCO1)n2C (stereo unspecified),-1%
CCN1CCC(N(Cc2ccc3c(c2)OCO3)C(=O)Nc2cccc(C)c2C)CC1,3%
CCCCCCN1C[C@@H](O)[C@H](n2cc(COC(=O)c3ccccc3)nn2)C[C@@H]1c1ccc(C)cc1,-1%
COc1ccc(Cl)c2sc(N(CCN(C)C)C(=O)c3ccc4c(c3)OCCO4)nc12,-5%
CSc1nc(C(=O)N2CCCC(C(=O)c3ccc(Cl)cc3)C2)cs1 (stereo unspecified),-5%
CC(=O)c1ccc(NC(=O)CC2Nc3cc(C)c(C)cc3NC2=O)cc1 (stereo unspecified),1%
O=C(Nc1c(C(=O)O)[nH]c2ccccc12)c1cccc(C(F)(F)F)c1,0%
COc1ccc(CN(C)C(=O)C(Cc2ccccc2)NC(=O)c2ccccc2)c(OC)c1OC (stereo unspecified),-11%
COc1ccc(-c2cc(C)no2)cc1S(=O)(=O)N1CCOc2ccc(Cl)cc21,-4%
Cc1ccc(-n2ncc(C(=O)NCc3ccco3)c2C2CCN(C(=O)OC(C)(C)C)CC2)c(C)c1,9%
CC(=O)c1ccc(NC(=O)Cn2c(=O)oc3cc(S(=O)(=O)N4CCCCC4)ccc32)cc1,-3%
O=C1NC(=O)C2(CCCc3c([N+](=O)[O-])cccc32)N1 (stereo unspecified),2%
Nc1nonc1-n1nnc(C(=O)N/N=C/c2ccccc2)c1CN1CCc2ccccc21,3%
CCOc1ccc(CCNC(=O)c2cccc(NC3=NC4CS(=O)(=O)CC4S3)c2)cc1 (stereo unspecified),-3%
COc1cccc(-c2nc(CS(=O)(=O)CC(=O)Nc3ccc(C)c(Cl)c3)c(C)o2)c1,-10%
CCCn1nnnc1SCC(=O)NC1CCCC1,0%
COC(=O)c1nc(NC(=O)c2ccc(C(C)(C)C)cc2)n[nH]1,6%
COc1ccc(N2CCN(C(=O)Cc3c(C(=O)O)c(C)cn3C)CC2)cc1,-4%
CCN(CC(=O)NCCc1ccccc1)S(=O)(=O)c1ccccc1,17%
Cc1ccc(NC(=O)c2ccco2)cc1,-6%
C/C(CC(=O)NCc1ccc(Cl)cc1)=N\NC(=O)COc1ccc(C)cc1Br,-10%
COC(OC)C12c3ccccc3C(c3ccccc31)C1C(=O)N(c3cccnc3)C(=O)C12 (stereo unspecified),11%
O=C(NCCc1csc(-c2cccnc2)n1)c1cccs1,-8%
Cc1ccc(C)c(C(=O)CN2C(=O)NC3(CCCCCC3)C2=O)c1,1%
COc1ccc(/C=C(/NC(=O)c2ccc([N+](=O)[O-])cc2)C(=O)NC(C)(C)C)cc1,10%
Cc1ccc(-c2csc(NC(=O)CSc3nc4ccccc4c(=O)n3CCCN(C)C)n2)cc1,-10%
C[C@@H]1CN([C@H](C)CO)C(=O)CCCn2nncc2CO[C@H]1CN(C)C(=O)Nc1cccc2ccccc12,-3%
CCc1ccccc1NC(=O)c1ccc2c(SCC(=O)O)c3c(nc2c1)CCC3,-11%
Cc1cc(C)c2cc(CN(CC3CCCO3)C(=S)NCc3ccco3)c(=O)[nH]c2c1 (stereo unspecified),7%
CN(CC(=O)NCCc1ccccc1)Cc1ccco1,3%
COc1ccc(NC(=O)C2=C(C)Nc3ncnn3C2c2ccc(O)cc2)cc1 (stereo unspecified),-3%
Cc1ccc(S(=O)(=O)N(C)C)cc1NC(=O)C1CCN(C(=O)Nc2ccccc2)CC1,-4%
CCOc1ccc(NC(=O)C2CCN(S(=O)(=O)c3ccc4c(c3)oc(=O)n4C)CC2)cc1,15%
Cc1cn2c(=O)cc(COc3ccccc3NC(=O)c3ccccc3C)nc2s1,0%
O=C(O)c1cccc(NS(=O)(=O)c2ccc3c4c(cccc24)C(=O)N3)c1,-1%
CC1CCCCN1C(=O)c1ccc2c(c1)N(Cc1cccc(Cl)c1)C(=O)c1ccccc1S2=O (stereo unspecified),2%
Cc1cnc(C(=O)Nc2ccc(C)c(S(=O)(=O)N(C)C)c2)cn1,-7%
Cc1cccc(C(=O)Nc2ccc(OCc3cc(=O)n4ccc(C)cc4n3)cc2)c1,5%
Cc1ccc(Cn2c(=O)c3cccnc3n(CC(=O)Nc3cccc(C(F)(F)F)c3)c2=O)cc1,-3%
COc1ccc(CNC(=O)c2ccc(-c3nc(CSc4ccccc4)c(C)o3)cc2)c(OC)c1,3%

# For reference, 13 of the compounds above:
SMILES,aSyn yeast rescue
COc1ccc(/C=C(/NC(=O)c2ccc([N+](=O)[O-])cc2)C(=O)NC(C)(C)C)cc1,10%
Cc1ccc(-c2csc(NC(=O)CSc3nc4ccccc4c(=O)n3CCCN(C)C)n2)cc1,-10%
C[C@@H]1CN([C@H](C)CO)C(=O)CCCn2nncc2CO[C@H]1CN(C)C(=O)Nc1cccc2ccccc12,-3%
CCc1ccccc1NC(=O)c1ccc2c(SCC(=O)O)c3c(nc2c1)CCC3,-11%
Cc1cc(C)c2cc(CN(CC3CCCO3)C(=S)NCc3ccco3)c(=O)[nH]c2c1 (stereo unspecified),7%
CN(CC(=O)NCCc1ccccc1)Cc1ccco1,3%
COc1ccc(NC(=O)C2=C(C)Nc3ncnn3C2c2ccc(O)cc2)cc1 (stereo unspecified),-3%
Cc1ccc(S(=O)(=O)N(C)C)cc1NC(=O)C1CCN(C(=O)Nc2ccccc2)CC1,-4%
CCOc1ccc(NC(=O)C2CCN(S(=O)(=O)c3ccc4c(c3)oc(=O)n4C)CC2)cc1,15%
Cc1cn2c(=O)cc(COc3ccccc3NC(=O)c3ccccc3C)nc2s1,0%
O=C(O)c1cccc(NS(=O)(=O)c2ccc3c4c(cccc24)C(=O)N3)c1,-1%
CC1CCCCN1C(=O)c1ccc2c(c1)N(Cc1cccc(Cl)c1)C(=O)c1ccccc1S2=O (stereo unspecified),2%
Cc1cnc(C(=O)Nc2ccc(C)c(S(=O)(=O)N(C)C)c2)cn1,-7%

# The list goes on.
SMILES,aSyn yeast rescue
CCOc1cccc(CC(=O)N2CCc3c([nH]c4ccccc34)C2c2ccc(SC)cc2)c1OCC (stereo unspecified),4%
COc1ccc(NC(=O)c2nc(S(C)(=O)=O)ncc2N(Cc2ccc(C)cc2)Cc2ccco2)cc1Cl,2%
Cc1ccccc1NC(=O)Nc1nnc(N2CCCCCC2)s1,3%
CCCCn1cc(S(=O)(=O)c2cccc(C)c2)c(=O)c2cc(F)c(N3CCOCC3)cc21,5%
CN(C)C(=O)c1ccc2c(c1)N(CC(=O)NCc1ccc(F)cc1)C(=O)C1CCCCN21 (stereo unspecified),-1%
Cc1ccc(C)c(Cn2c(-c3cccs3)nc3ccccc32)c1,-10%
Cc1ccc(NC(=O)CN2C(=O)COc3ccc(S(=O)(=O)N4CCCCCC4)cc32)cc1Cl,-1%
CNS(=O)(=O)c1cn(CC(=O)N2CCN(c3ccc(Cl)cc3)CC2)cc1S(=O)(=O)NC,-10%
CCCOc1ccccc1NC(=O)/C=C/c1ccc(OC)c(S(=O)(=O)N2CCOCC2)c1,-2%
CC(=O)NC(CC(=O)Nc1cccc(S(=O)(=O)N2CCOCC2)c1)c1ccccc1 (stereo unspecified),-2%
CCOc1ccccc1CNC(=O)c1oc2c(c1C)-c1[nH]ncc1CC2,7%
CCOc1ccc(-c2cn3c(n2)sc2cc(C(=O)NCCCN(CC)CC)ccc23)cc1,-16%
O=C(Nc1nc2c(s1)CCCC2)c1ccccc1F,-40%[inhibitor]
CC(C)NC(=O)N(C)C[C@H]1Oc2cc(C#Cc3ccc(F)cc3)ccc2S(=O)(=O)N([C@H](C)CO)C[C@H]1C,2%
Cc1ccc(-c2cc3ncc4c(n3n2)-c2ccccc2OC4)cc1,3%
COc1ccc(C(=O)Nc2cc(-c3ccccc3)nn2-c2ccccc2)cc1,-11%
COc1ccc(CNC(=O)CN(C)c2nn3c(=O)cc(C)nc3s2)cc1,-10%
CCOC(=O)c1ccc(NC(=O)CC2C(=O)N(c3cccc(C)c3)C(=O)N2CCOC)cc1 (stereo unspecified),-9%
CCN(CC)S(=O)(=O)c1ccc(NC(=O)CCNC(=O)c2ccccc2)cc1,-8%
COc1ccc(CN2CCCN(CC(=O)Nc3ccc4c(c3)OCCO4)S2(=O)=O)cc1,3%
COc1ccc(CN(Cc2ccco2)c2cnc(S(C)(=O)=O)nc2C(=O)Nc2ccc(F)cc2)cc1,6%
COc1cc2nc(NCc3ccc(C)cc3)n3nc(-c4ccccc4)nc3c2cc1OC,2%
CCc1cccc(OCC(=O)Nc2ccc(S(=O)(=O)Nc3ncccn3)cc2)c1,1%
CC(Sc1nccn1C)C(=O)Nc1ccccc1C#N (stereo unspecified),1%
O=C(NC1CCC1)C1CCC(=O)N(Cc2ccc(Cl)cc2)C1 (stereo unspecified),2%
COc1ccc(OC)c(CNC(=O)c2ccc(N3Cc4ccccc4Oc4ncccc43)s2)c1,-2%
O=C(N/N=C/c1c(O)ccc2ccccc12)c1[nH]ncc1Br,-1%
CCc1cccc(CC)c1NC(=O)c1c(C)oc2ccc(O)c(CN3CCOCC3)c12,-4%
COc1cccc(CNC(=O)C(NS(=O)(=O)c2ccc3c(c2)oc(=O)n3C)C(C)C)c1 (stereo unspecified),3%
CC(OC(=O)c1cccc(-n2cnnn2)c1)C(=O)Nc1ccc(F)cc1Cl (stereo unspecified),4%
CCC(Cn1nnc2ccccc2c1=O)NC(=O)Nc1ccc(C)cc1 (stereo unspecified),0%
Cc1ccc(Nc2c(-c3c[nH]c4ccccc34)nc3ccccn23)cc1,8%
CCc1ccccc1NC(=O)C1CCCN(S(=O)(=O)c2cccc3nsnc23)C1 (stereo unspecified),0%
Cc1c(C(=O)NCCN(C)C)sc2nc3n(c(=O)c12)CCC3,-3%
C=CCn1c(SCC(=O)Nc2ncc(Cc3ccc(C)c(Cl)c3)s2)nnc1-c1ccncc1,-11%
C[C@H]1CN([C@@H](C)CO)C(=O)c2cc(Br)cnc2O[C@@H]1CN(C)C(=O)NC1CCCCC1,-2%
CCc1cccc(NC(=O)c2ccc(Cn3c(=O)[nH]c4ccsc4c3=O)cc2)c1,-6%
COc1ccc(Cl)cc1S(=O)(=O)NCc1ccc2c(c1)CCN2C(=O)c1cccc(C)c1,24%
CCOc1ccccc1OCCCn1c(-c2ccc(Cl)cc2)nc2ccccc2c1=O,-5%
O=C(CSc1nnc(NC(=O)c2c(F)cccc2F)s1)NCc1ccccc1,4%
COc1ccccc1/C=C/C(=O)Nc1ccc(S(=O)(=O)Nc2cc(C)nc(C)n2)cc1,-2%
C#CCN(C[C@@H]1[C@@H](OC(=O)NCc2ccc(OC)c(OC)c2)[C@@H](OC(=O)NCc2ccc(OC)c(OC)c2)CN(C(=O)OC(C)C)N1C(=O)OC(C)C)S(=O)(=O)c1ccc(C)cc1,8%
COc1cccc(NC(=O)C2CCCN(c3ncnc4onc(-c5ccc(F)cc5)c34)C2)c1 (stereo unspecified),-18%
CN1OC[C@@H]2CN(C(=O)C(C)(C)C)[C@H](c3cccc(Oc4ccccc4)c3)C[C@@H]21,1%
CS(=O)(=O)NCc1nnc(SCc2ccc(C(F)(F)F)cc2)o1,-10%
COc1ccc2oc(C(=O)OCC(=O)N(C)C3CCCCC3)c(C)c2c1,13%
C[C@@H]1CN([C@H](C)CO)C(=O)CCCn2nncc2CO[C@@H]1CN(C)S(=O)(=O)c1ccccc1,-6%
CCOC(=O)c1ccc(NC(=O)CC2Nc3ccccc3NC2=O)cc1 (stereo unspecified),-11%
Cc1csc2nc(COC(=O)c3cccc(NC(=O)c4cccc(Cl)c4)c3)cc(=O)n12,-11%
O=C(O)c1ccccc1/C=N/NC(=S)NCc1ccccc1,6%
COc1ccccc1CNC(=O)CCC1N=C2c3ccccc3N=C(SCC(=O)NCCc3ccc(OC)c(OC)c3)N2C1=O (stereo unspecified),-12%
CCOc1ccc(-c2cn3c(n2)sc2cc(C(=O)N4CCCC(C)C4)ccc23)cc1 (stereo unspecified),-14%
O=C(Nc1ccccc1C(F)(F)F)N1CCN(c2ccc3nnc(-c4ccc(F)cc4)n3n2)CC1,4%
COCCNC(=O)Cn1ncc2c(C)n(Cc3ccc(C)cc3)c(C)c2c1=O,3%
COc1ccc(S(=O)(=O)N2CCCCC2)cc1NC(=O)c1ccc(OC)c(OC)c1,1%
CN(C)c1ccc(C(C(=O)NCC2CCCO2)N(Cc2ccccc2)C(=O)c2snc(C(N)=O)c2N)cc1 (stereo unspecified),-1%
CCCN1CCN(CCNC(=O)Nc2cc(OC)cc(OC)c2)CC1,-5%
CCN(CC(=O)NCc1cccs1)C(=O)c1ccc(-c2cccc(C(F)(F)F)c2)o1,14%
CCn1cc(/C=N\NC(=O)COc2cccc(C)c2C)c(C)n1,-4%
Cc1[nH]c2ccccc2c1/C=N/NC(=O)c1ccccc1,2%
CCOc1ccccc1/C=C/c1cc(C(=O)O)c2ccccc2n1,-1%

# Source: PubChem BioAssay (National Center for Advancing Translational Sciences (NCATS))
